Compound activity as filed in PubChem BioAssay.
TbMetRS inhib = Trypanosoma brucei MetRS inhibition; purified T. brucei MetRS, ATP depletion, Kinase-Glo luminescence; inhibition, % at 11.9 µM; 360,000 compounds, 0.4% hits;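 active means inhibition above a per-plate cutoff of the control wells' mean inhibition plus 3 SD, cut at about 5.5% in these data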;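 further: 0% = DMSO wells median and 100% = median of wells with control inhibitor compound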
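Test system: purified T. brucei MetRS enzyme. Also added: ATP, methionine and E. coli bulk tRNA substrates. Compound: 11.9 µM single point. Schedule: 15 min enzyme-compound preincubation, 2 h reaction, 10 min detection, 25 °C. Signal: luciferase luminescence of residual ATP, Kinase-Glo. Evaluation: percent inhibition versus plate control medians. Controls: DMSO wells, low control.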
SKN-1 block = blocks SKN-1 activity in C. elegans; inhibition, % at 21.8 µM; C. elegans VP596 Pgst-4::GFP/RFP ratio, acrylamide-induced, 24 h; 360,000 compounds, 0.49% hits;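 active means interference check ratio from 0.5 to 1.5 plus GFP to RFP signal ratio inhibition reaching or exceeding a fixed threshold, cut at about 30% in these data, passing the limit was not always enough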; further: some compounds called inactive have numbers as strong as hits
Scp1 inh = Scp-1 (human) phosphatase inhibition; Recombinant Scp1, phosphopeptide, malachite green phosphate absorbance; Q9GZU7; inhibition, % at 20 µM; 340,000 compounds, 0.88% hits;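 active means inhibition above about 50% at 20 µM, limit read from the data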;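 further: plate controls were DMSO wells with enzyme for no effect and wells lacking enzyme for full effect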
Target sequence (Q9GZU7 76-261 limits assumed): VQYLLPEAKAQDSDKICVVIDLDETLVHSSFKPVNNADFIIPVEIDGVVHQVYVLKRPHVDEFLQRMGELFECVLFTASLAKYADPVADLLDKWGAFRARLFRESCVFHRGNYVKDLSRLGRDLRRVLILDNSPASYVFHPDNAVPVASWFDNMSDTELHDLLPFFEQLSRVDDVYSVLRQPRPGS
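Incubation: 45 min enzyme reaction at room temperature / System: truncated SCP-1 phosphatase (76-261aa) / Reagent: Phospho 17-mer peptide substrate / Buffer or medium: Acidic Tris acetate buffer with magnesium and detergent / Signal: absorbance at 630 nm / Doses: one concentration, 20 µM, with 1.0% DMSO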
STEP inh = inhibitors of human striatal-enriched phosphatase STEP; P54829; recombinant STEP, OMFP fluorogenic substrate, fluorescence; inhibition, % at 20 µM; 360,000 compounds, 0.25% hits; AID 588621;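 active means inhibition at 20 µM, scaled per plate between control wells, above about 37%, limit read from the data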;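 further: 0% = DMSO with enzyme and substrate and 100% = substrate only without enzyme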
Target sequence (P54829 whole entry, looked up): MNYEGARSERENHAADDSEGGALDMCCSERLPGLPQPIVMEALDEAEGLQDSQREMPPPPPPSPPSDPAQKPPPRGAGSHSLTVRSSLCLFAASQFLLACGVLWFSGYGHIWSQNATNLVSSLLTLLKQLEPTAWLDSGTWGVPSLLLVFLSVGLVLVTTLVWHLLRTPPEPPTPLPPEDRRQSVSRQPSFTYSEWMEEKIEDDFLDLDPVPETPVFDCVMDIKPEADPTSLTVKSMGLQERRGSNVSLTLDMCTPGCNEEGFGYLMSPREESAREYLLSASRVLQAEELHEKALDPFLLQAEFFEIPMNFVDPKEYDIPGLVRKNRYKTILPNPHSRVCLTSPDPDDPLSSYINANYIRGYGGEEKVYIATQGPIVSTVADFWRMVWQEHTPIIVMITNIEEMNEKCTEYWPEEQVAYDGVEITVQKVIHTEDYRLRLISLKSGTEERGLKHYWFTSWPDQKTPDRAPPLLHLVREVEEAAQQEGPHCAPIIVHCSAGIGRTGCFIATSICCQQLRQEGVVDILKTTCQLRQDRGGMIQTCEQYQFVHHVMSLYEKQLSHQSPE
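Material: STEP (striatal-enriched tyrosine phosphatase) enzyme, cell-free; Compound dosing: 20 µM single dose in 1% DMSO; Technique: fluorescence read at 480 nm ex / 540 nm em; Times: reaction 20 min, ambient temperature; Medium: 50 mM Bis-Tris pH 6.0 with 2.5 mM DTT and 0.005% Tween 20; Also added: OMFP at 25 µM.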
NRP1-CendR mod = NRP-1/CendR interaction modulation. FAM-RPARPAR peptide binding to NRP-1, fluorescence polarization. inhibition, % at 25 µM. 360,000 compounds, 0.85% hits;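 active means inhibition or corrected inhibition above about 18%, plus a signal ratio from 0.5 to 1.5, limit read from the data, passing the limit was not always enough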; further: strong numbers were not always called active
Neddyl block = cullin neddylation inhibition | P61081+Q13564 | AID 651699 | 360,000 compounds, 0.58% hits | TR-FRET cullin neddylation, biochemical | calls only at 25 µM; in the data active means inhibition above about 36%
DNMT1 inh = DNMT1 (human) enzyme inhibition; 360,000 compounds, 0.83% hits; DNMT1 molecular beacon, Hinp1I cleavage, fluorescence; inhibition (reported as % activation of signal), % at 10 µM; P26358; in the data active means inhibition above about 50%
NadD block = NadD (S. aureus) enzyme inhibition | inhibition, % at 20 µM | purified NadD enzyme, colorimetric absorbance read-out | 360,000 compounds, 0.78% hits | AID 602399; in the data active means inhibition above about 26%; further: some compounds past the cut are filed as inactive
LMPTP inh = LMPTP (human) inhibition. AID 651560. P24666. 360,000 compounds, 0.22% hits. recombinant LMPTP-A, OMFP fluorogenic substrate, fluorescence intensity. inhibition, % at 20 µM;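 active means compounds that cut the enzyme signal by at least half of the control window in the single-dose screen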;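 further: plate controls were DMSO wells with enzyme plus substrate for no effect and substrate without enzyme for full effect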
Target sequence (P24666 whole entry, looked up): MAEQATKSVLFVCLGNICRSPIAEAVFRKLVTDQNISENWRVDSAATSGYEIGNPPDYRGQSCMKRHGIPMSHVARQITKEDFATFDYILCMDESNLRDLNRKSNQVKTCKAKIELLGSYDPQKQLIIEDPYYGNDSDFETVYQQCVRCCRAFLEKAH
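Assay system: LMPTP-A, protein tyrosine phosphatase of low molecular weight / Medium: pH 6.0 Bis-Tris buffer with DTT and Triton X-100 / Schedule: 50 min enzyme reaction at room temperature, protected from light / Measured by: endpoint fluorescence intensity from OMFP dephosphorylation / Read-out basis: % inhibition relative to no-enzyme and uninhibited control wells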
SUMO1-SIM PPI = SUMO1-SIM interaction modulation; inhibition, % at 20 µM; SUMO1 binding to a labelled peptide, TR-FRET, 1 h; 360,000 compounds, 0.33% hits; P63165; in the data active means inhibition above about 37%
Target sequence (P63165 whole entry, looked up): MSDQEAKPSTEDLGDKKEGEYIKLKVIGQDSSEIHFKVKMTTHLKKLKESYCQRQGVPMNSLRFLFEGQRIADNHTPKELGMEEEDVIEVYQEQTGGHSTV
Starred values were filed as active, the others as inactive; i = inactive; nt = no result given; + = active, no number.

Scp1 inh	SUMO1-SIM PPI	TbMetRS inhib	STEP inh	NRP1-CendR mod	DNMT1 inh	Neddyl block	NadD block	LMPTP inh	SKN-1 block	smiles
-4	-9	-0.8	9	-4	-4	i	-3	1.8	7	COc1ccc(-c2cc(C)nc(SCC(=O)c3cccc([N+](=O)[O-])c3)n2)cc1
3	-18	-0.3	-1	8	13	i	0	-0.5	-8	O=C(NNC(=O)c1cccc2ccccc12)c1ccc(F)cc1
-5	0	0.2	1	-6	-2	i	-5	-0.7	31	Cc1ccc(S(=O)(=O)N2CCN(C)CC2)cc1-c1nnc2c3ccccc3c(C)nn12
-3	1	-0.1	-6	8	-2	i	0	-1.4	-13	COc1ccc(NC(=O)c2cccnc2Cl)c(S(=O)(=O)N2CCOCC2)c1
-4	0	-0.9	-3	4	0	i	-4	-0.2	2	COc1ccc(CN2CCN(C(=O)CCC(=O)Nc3nnc(C(C)C)s3)CC2)cc1F
-10	-15	-0.4	0	1	0	i	-6	0.1	8	COc1ccc(/C(C)=N/NC(=O)CNC(=O)/C=C/c2ccccc2OC)cc1
-2	-4	0.5	-1	-13	11	i	0	1.5	0	Cc1ccc2nc(-c3ccccn3)cc(C(=O)NCCc3ccc(F)cc3)c2c1
1	2	-0.1	1	-9	-1	i	4	-2.3	5	Cc1cc(C(=O)NNC(=S)NCc2ccccc2)no1

Profiles as entered above. Screens in order: Scp1 inh | SUMO1-SIM PPI | TbMetRS inhib | STEP inh | NRP1-CendR mod | DNMT1 inh | Neddyl block | NadD block | LMPTP inh | SKN-1 block
Cc1ccc2nc(-c3ccccn3)cc(C(=O)NCCc3ccc(F)cc3)c2c1 is listed as -2 | -4 | 0.5 | -1 | -13 | 11 | i | 0 | 1.5 | 0
Cc1ccc(S(=O)(=O)N2CCN(C)CC2)cc1-c1nnc2c3ccccc3c(C)nn12 is listed as -5 | 0 | 0.2 | 1 | -6 | -2 | i | -5 | -0.7 | 31

Next section
Scp1 inh	SUMO1-SIM PPI	TbMetRS inhib	STEP inh	NRP1-CendR mod	DNMT1 inh	Neddyl block	NadD block	LMPTP inh	SKN-1 block	smiles
-1	-20	-0.2	-2	-14	0	i	-2	3.1	-3	COc1ccc(-c2nnc3ccc(SCC(=O)N4CCN(c5ccccc5)CC4)nn23)cc1
-10	4	-0.3	2	-3	3	i	0	-1.2	16	CN(C)S(=O)(=O)c1cccc(NC(=O)COC(=O)C2CCN(C(=O)c3ccc(F)cc3)CC2)c1
-4	3	-0.1	-3	6	2	i	-6	0.6	-6	COc1ccc(Nc2nc(OC)nc(N3CCOCC3)n2)cc1
-8	-2	-0.1	1	1	2	i	8	-1.1	6	C=CCNC(=O)c1ccc(OC2CCN(S(=O)(=O)N(C)C)CC2)cc1
-2	4	-1.2	-1	7	1	i	2	-0.8	4	CC(=O)Cc1nsc(NC(=O)c2ccccc2)n1
-11	7	0.2	-1	4	-1	i	3	-2.5	4	CCN1CCN(Cc2oc(CO)cc(=O)c2O)CC1
1	0	0.1	0	1	-1	i	0	-1.4	9	O=C(NC1CCCC1)C(c1ccccn1)N(C(=O)c1csnn1)c1ccccc1Br (centres undefined)
-4	2	-0.1	0	-1	-1	i	-5	-1.1	23	Cc1cccc(C(C)n2nnc3ccccc32)c1O (centres undefined)

Scp1 inh	SUMO1-SIM PPI	TbMetRS inhib	STEP inh	NRP1-CendR mod	DNMT1 inh	Neddyl block	NadD block	LMPTP inh	SKN-1 block	smiles
1	1	-0.3	-6	-4	-3	i	-2	-1.8	15	COc1ccc(C2NC(=S)N3C(c4ccc(OC)cc4)NC(=S)N23)cc1 (centres undefined)
-7	0	-0.9	2	2	0	i	-9	3.9	-1	CCOC(=O)c1ccccc1NC(=O)c1c(F)c(F)c(F)c(F)c1F
-5	-30	0.4	-1	-8	-2	i	-7	0.8	7	CCOC(=O)Cc1csc(NS(=O)(=O)c2ccc([N+](=O)[O-])cc2)n1
-5	-7	0.0	2	18	32	i	12	1.7	-1	COc1ccc(NC(=O)NNC(=O)COc2ccc3cc(Br)ccc3c2)cc1
-10	-2	0.0	0	-1	-12	i	-3	2.2	5	Cc1ccc(S(=O)(=O)NC(CC(C)C)C(=O)N2CCN(C/C=C/c3ccccc3)CC2)cc1 (centres undefined)
4	3	-0.5	0	-8	-1	i	-2	0.5	3	Cc1ccccc1C(=O)NCC(c1ccco1)N1CCc2ccccc2C1 (centres undefined)
2	3	-0.9	-4	0	5	i	-3	0.8	-11	Cc1cc(C)nc(NNC(=O)c2ccccc2O)n1
-6	1	-0.5	2	-5	5	i	1	0.1	13	CC(=O)NC1(c2ccccc2)CCN(c2nc(C)cc(C)n2)CC1

The final 5 compounds of the part before are carried over, then new ones follow.
Scp1 inh	SUMO1-SIM PPI	TbMetRS inhib	STEP inh	NRP1-CendR mod	DNMT1 inh	Neddyl block	NadD block	LMPTP inh	SKN-1 block	smiles
-5	-7	0.0	2	18	32	i	12	1.7	-1	COc1ccc(NC(=O)NNC(=O)COc2ccc3cc(Br)ccc3c2)cc1
-10	-2	0.0	0	-1	-12	i	-3	2.2	5	Cc1ccc(S(=O)(=O)NC(CC(C)C)C(=O)N2CCN(C/C=C/c3ccccc3)CC2)cc1 (centres undefined)
4	3	-0.5	0	-8	-1	i	-2	0.5	3	Cc1ccccc1C(=O)NCC(c1ccco1)N1CCc2ccccc2C1 (centres undefined)
2	3	-0.9	-4	0	5	i	-3	0.8	-11	Cc1cc(C)nc(NNC(=O)c2ccccc2O)n1
-6	1	-0.5	2	-5	5	i	1	0.1	13	CC(=O)NC1(c2ccccc2)CCN(c2nc(C)cc(C)n2)CC1
6	-22	-0.5	-1	-8	-2	i	-6	1.9	5	O=S(=O)(c1cccc2nsnc12)N1CCN(c2ccc(F)cc2)CC1
-2	1	-1.1	-2	-9	-3	i	-7	-1.1	-2	Cc1nc2ccccc2nc(C)c1=NOCc1ccccc1Cl
-2	-2	-0.3	-1	-2	0	i	-5	-2.6	0	O=C(Nc1ccccc1C(=O)N1CCCCCC1)c1cccc(S(=O)(=O)N2CCOCC2)c1
-8	0	0.3	-4	-14	0	i	2	0.1	1	CCn1nnc2cc(C(=O)OCC(=O)N(C)Cc3cccc(F)c3)ccc21
-1	2	0.0	0	5	2	i	-1	-0.3	3	COCCN1Cc2cccc(C(=O)NCc3cccs3)c2C1=O
-2	4	-0.1	-3	14	3	i	-6	-0.6	7	CCN(CC)CCC(c1ccc2c(c1)OCO2)c1c(O)cc(OC)cc1OC (centres undefined)
-9	4	-0.9	2	8	-6	i	-1	2.6	11	CCCCCOC(=O)c1[nH]c2c(c1C)C(=O)C(C(=O)OC)C(C)C2 (centres undefined)
-1	2	1.0	-3	3	-1	i	-2	-1.6	6	Cc1cc(N/C=C(\C#N)S(=O)(=O)c2ccc(Cl)cc2)nc(C)n1

Scp1 inh	SUMO1-SIM PPI	TbMetRS inhib	STEP inh	NRP1-CendR mod	DNMT1 inh	Neddyl block	NadD block	LMPTP inh	SKN-1 block	smiles
-3	-4	-0.5	-1	12	0	i	-1	-0.8	-4	CCC1CN(C(=O)NCc2ccccc2)c2ccccc2O1 (centres undefined)
nt	-4	-0.3	2	-15	104*	i	-2	3.9	17	COc1ccc(Cc2c(C(C)(C)C)nc3ccc(Cl)cn23)c(C)c1
nt	2	-0.4	-1	8	-8	i	0	1.9	5	CCOC(=O)C1=CCN(S(=O)(=O)c2ccccc2C)C1c1ccc(Cl)c(Cl)c1 (centres undefined)
-1	2	0.1	10	-2	0	i	-5	-1.8	2	COC(=O)c1ccccc1S(=O)(=O)N1CCC(C(=O)OCC(=O)NCC(F)(F)F)CC1
-11	-1	-0.1	2	-1	-9	i	2	1.9	-7	CCOc1ccc(C(=O)N[C@H](C(=O)Nc2cccc(S(=O)(=O)N3CCCCC3)c2)C(C)C)cc1
-1	-8	-1.4	0	7	1	i	2	0.4	-11	CC(C(=O)NCC1CCCO1)c1ccc([N+](=O)[O-])cc1 (centres undefined)
3	-1	0.2	-3	8	4	i	-5	0.5	4	C/C(=N\NC(=O)c1ccc(O)cc1)c1ccc2c(c1)OCCO2
-1	-22	0.0	-2	-10	-10	+	1	-0.4	8	Fc1ccccc1-c1nc2nc3ccccc3nc2n1CC1CCCO1 (centres undefined)

Scp1 inh	SUMO1-SIM PPI	TbMetRS inhib	STEP inh	NRP1-CendR mod	DNMT1 inh	Neddyl block	NadD block	LMPTP inh	SKN-1 block	smiles
-9	4	-0.9	-12	-1	3	i	-12	-1.5	3	CSc1ccccc1C(=O)NCCSc1ccccc1
nt	-3	-0.7	nt	-3	nt	i	nt	-1.1	1	CC1(C(=O)NCc2ccccc2)CSCC(=O)N1CCCN1CCOCC1 (centres undefined)
0	-3	-1.0	0	0	3	i	-1	-1.5	1	O=C(C(F)C(F)(F)F)N1CCN(c2ccccc2)CC1 (centres undefined)
30	2	-0.7	-2	-3	-2	i	-3	-2.1	2	CC1=CC(C)C(CN(CCC[N+](C)(C)C)C(=O)Nc2ccccc2)C(C)C1 (centres undefined)
-5	0	-0.2	-1	8	1	i	0	-1.6	-10	COc1ccccc1CNC(=O)CSc1cc(=O)n(C)c2ccccc12
1	-3	1.1	-2	2	12	+	2	-1.0	-7	Nc1ccc2c(S(=O)(=O)O)cccc2c1S(=O)(=O)O
-6	1	-0.8	0	-14	-5	i	8	0.3	-9	COc1cccc(NC2CC(=O)N(CCc3ccccc3)C2=O)c1 (centres undefined)
-5	2	0.5	-3	4	-1	i	-1	0.4	6	O=C(c1sccc1-n1cccc1)N1CCCC1

Scp1 inh	SUMO1-SIM PPI	TbMetRS inhib	STEP inh	NRP1-CendR mod	DNMT1 inh	Neddyl block	NadD block	LMPTP inh	SKN-1 block	smiles
-4	-11	-0.4	3	8	-4	i	10	7.7	14	Cc1ccccc1N1CCN(C2=NC(=O)/C(=C\c3cccs3)S2)CC1
-3	-3	0.3	-3	3	8	i	-5	-1.2	9	O=C(CCSCc1ccc(Cl)cc1)NC1CCCC1
-5	3	-0.3	0	9	0	i	-2	-0.6	1	CN(C)CCCNS(=O)(=O)c1cc(Cl)c(Cl)cc1Cl
-6	5	0.1	4	-1	1	i	-2	-0.6	0	CCOc1ccc(CCNC(=O)Cn2c(=O)oc3ccccc32)cc1OCC
-8	-1	0.6	-2	8	0	i	-4	0.4	-5	CC1(C(=O)OCC(=O)NCc2ccc(Cl)cc2)CC1(Cl)Cl (centres undefined)
